OXTR potentiate: potentiates the human oxytocin receptor response; P30559; CHO-OTR cells, Fluo-8 calcium fluorescence, potentiator mode; 0% = oxytocin EC15, 100% = EC100; activation, % at 3 µM; 320,000 tested, 0.061% active; AID 2445;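 active = activation above that plate's cutoff, the mean activation of tested compounds plus 3 SD, cut at about 6.6% in these data, passing the limit was not always enough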;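 also: 100% uses oxytocin at 75 nM as the full agonist control; some results filed as inactive read as strong as hits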
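test system = CHO-OTR cells, human receptor | compound = single-point 3.0 µM | schedule = 6 min compound pre-incubation at room temperature, 100 s kinetic read | signal = Fluo-8 no-wash calcium dye fluorescence, excitation 470-495 nm, emission 515-575 nm | repeats = single well per compound, singlicate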
CHO parental Ca: signal in parental CHO cells, OX1R antagonist counter-screen; 330,000 tested, 0.63% active; parental CHO-K1, ATP-induced calcium, Fluo-8 fluorescence; AID 463079; inhibition, % at 5.6 µM;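 active = inhibition above that plate's mean sample inhibition plus 3 SD, cut at about 26% in these data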;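 also: 0% = ATP-challenged DMSO wells and 100% = DMSO wells without ATP; some compounds past the cut are filed as inactive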
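Material: parental CHO cells / Compound: single nominal dose of 5.6 µM per compound / Signal: Fluo-8 fluorescence / Replicates: singlicate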
CHO-K1 Ca ag: counter-screen for M1 agonists: effect in parental CHO-K1 cells; Fluo-8 calcium fluorescence; scaled to maximal ATP response, vehicle zero; activation, % at 3 µM; 360,000 tested, 0.48% active; AID 602248; in the data active = activation above about 15%;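 also: untransfected CHO-K1 host cells lacking M1 receptor as counterscreen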
OXTR ag: human OXTR agonism; CHO-OTR cells, Fluo-8 calcium fluorescence; normalized: DMSO 0%, oxytocin 100%; activation, % at 3 µM; P30559; AID 2435; 320,000 tested, 0.32% active;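 active = activation above the mean of all tested compounds plus 3 SD, cutoff set per screening run, cut at about 20% in these data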;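 also: peak over basal fluorescence ratio from a 100 s FLIPR kinetic read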
GPR7 antagonist: blocks human GPR7 receptor signaling. P48145. GPR7-expressing cells, fluorescence antagonist assay. inhibition, % at 4.4 µM. 290,000 tested, 1.1% active. AID 1861; in the data active = inhibition above about 16%, passing the limit was not always enough;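 also: cells stimulated with the agonist NPW; 0% = agonist with vehicle and 100% = vehicle without agonist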
CHO-K1 Ca PAM: M1 PAM counterscreen hit in parental CHO-K1 cells; ATP EC20, Fluo-8 calcium fluorescence; 0% at ATP EC20, 100% at ATP max; activation, % at 3 µM; 360,000 tested, 0.02% active;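 active = activation above the run cutoff, the mean activation of all test compounds plus 3 SD, cut at about 40% in these data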;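 also: peak over basal fluorescence ratio in a 140 s read after ATP addition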
CHO-K1 Ca antag: nonselective inhibitor or artifact in parental CHO-K1 cells; ATP-induced calcium, Fluo-8 fluorescence; inhibition, % at 3 µM; 360,000 tested, 0.6% active;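 active = inhibition above a per-plate cutoff, the plate's mean sample inhibition plus 3 SD, cut at about 24% in these data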;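 also: 0% = DMSO plus EC80 ATP and 100% = DMSO alone without ATP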
TAAR1 antag: human TAAR1 antagonism. Q96RJ0. CHO RD-HGA16 TAAR1, Fluo-8 calcium fluorescence, antagonist. inhibition, % at 3 µM. 360,000 tested, 1.5% active. AID 624466;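 active = inhibition above a per-plate cutoff, the mean inhibition of test compounds on that plate plus 3 SD, cut at about 49% in these data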;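 also: 0% = DMSO plus EC80 beta-PEA response and 100% = DMSO alone without agonist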
Target sequence (Q96RJ0 whole entry, looked up): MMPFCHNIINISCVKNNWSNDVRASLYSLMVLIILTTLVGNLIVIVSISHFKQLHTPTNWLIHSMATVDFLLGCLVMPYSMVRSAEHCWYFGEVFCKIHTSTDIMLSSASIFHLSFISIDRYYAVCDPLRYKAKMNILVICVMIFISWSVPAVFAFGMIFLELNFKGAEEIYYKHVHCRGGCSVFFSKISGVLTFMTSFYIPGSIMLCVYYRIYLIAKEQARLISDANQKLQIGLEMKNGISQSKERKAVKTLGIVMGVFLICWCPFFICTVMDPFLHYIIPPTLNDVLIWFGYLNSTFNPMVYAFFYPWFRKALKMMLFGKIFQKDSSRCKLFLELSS
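Assay system: CHO-derived RD-HGA16 cells stably expressing human TAAR1 plus Gα16. Timing: 140 s kinetic read after compound, 140 s after agonist. Technique: kinetic Fluo-8 calcium fluorescence measurement. Measure: % inhibition of agonist calcium response.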
V1aR counter: counter-screen for oxytocin receptor agonists: human V1a receptor agonists. P37288. CHO-V1R cells, Fluo-8 calcium fluorescence, agonist mode; 0% DMSO, 100% 3 nM vasopressin. activation, % at 3 µM. 320,000 tested, 0.25% active;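 active = activation above the mean activation of all tested compounds plus 3 SD, per screening run, cut at about 20% in these data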;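 also: signal is peak over basal fluorescence ratio across a 100 second FLIPR read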
Target sequence (P37288 whole entry, looked up): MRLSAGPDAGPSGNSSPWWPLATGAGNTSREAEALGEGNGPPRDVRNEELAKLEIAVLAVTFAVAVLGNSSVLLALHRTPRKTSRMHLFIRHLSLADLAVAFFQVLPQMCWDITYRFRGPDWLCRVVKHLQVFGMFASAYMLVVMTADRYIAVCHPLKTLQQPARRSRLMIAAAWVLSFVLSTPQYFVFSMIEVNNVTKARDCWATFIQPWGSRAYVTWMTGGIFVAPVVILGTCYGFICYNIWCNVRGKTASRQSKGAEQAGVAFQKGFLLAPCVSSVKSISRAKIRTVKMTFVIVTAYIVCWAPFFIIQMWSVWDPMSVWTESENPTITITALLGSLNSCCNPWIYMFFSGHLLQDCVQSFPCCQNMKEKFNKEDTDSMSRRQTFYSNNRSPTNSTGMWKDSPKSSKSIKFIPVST
Numbers without * were called inactive; · = no result given.

smiles	CHO-K1 Ca ag	CHO-K1 Ca antag	OXTR ag	CHO-K1 Ca PAM	V1aR counter	OXTR potentiate	GPR7 antagonist	TAAR1 antag	CHO parental Ca
CCOc1cc(/C=N/O)ccc1OS(=O)(=O)c1ccc(C)cc1	0.0	0	-1.6	6	0.2	-8	-1	11	5
CC[C@H]1C/C=C\Cc2ccccc2[C@H](C(=O)C[C@@H](O)CC(C)=O)OC1=O	0.4	-14	0.8	-6	0.7	5	·	-8	-18
Cc1ccc(-n2cc(CN3CCN(c4ccccn4)CC3)c(-c3ccc(F)cc3)n2)cc1	0.0	-7	-0.2	5	-0.6	1	-10	-31	-28
COC(=O)[C@]1(Cc2ccccc2)N[C@H](CN(C)C(=O)C2CCCCC2)[C@@H]2C(=O)N(C)C(=O)[C@@H]21	0.4	-5	0.0	9	0.5	3	·	-20	-18
CCOc1ccccc1CN1CCN(Cc2cc3ccccc3[nH]2)CC1CCO (stereo unspecified)	0.9	-7	0.3	14	-0.4	-12	13	3	-17
CCCCN(C)CCn1c(=S)[nH]c2ncccc2c1=O	0.1	-6	0.5	6	0.3	-12	-2	3	-6
CN1CCCC(OC(=O)c2cc(F)c(F)c(F)c2F)C1 (stereo unspecified)	3.1	-13	2.5	12	1.9	-2	-10	-23	-10
CCN(CC)S(=O)(=O)c1cc(-c2nn(C)c(=O)c3ccccc23)ccc1C	2.5	-2	-0.2	14	4.7	-6	-3	0	-23
CCC(CO)Oc1cc(NC(=O)c2ccccc2C)c2ncn(C(C)C)c2c1 (stereo unspecified)	2.1	-8	-0.1	17	0.3	-6	·	25	-18
O=C(COc1ccccc1)NCCSc1ccccc1	0.3	11	-2.8	6	-1.8	-12	5	-15	-16
O=C(CN1C(=O)C2C3C=CC(C3)C2C1=O)OCC(=O)c1ccc(Br)cc1 (stereo unspecified)	5.2	16	8.1	-23	10	-9	14	-16	0
COc1ccc(N=C2NC(=O)/C(=C/C=C/c3ccccc3)S2)cc1	-0.2	8	-1.1	-26	-0.6	4	11	-1	-10
CCn1ncc(/C=N/O)c1C	0.1	-5	1.0	8	2.1	4	9	4	-6
CN(CC(=O)NCCc1ccccc1)S(=O)(=O)c1cccs1	-0.1	13	1.2	-4	0.8	-6	-7	18	-21
Cc1cc2c(NC(=O)Nc3ccc(C(F)(F)F)cc3)cccc2nn1	4.6	32*	1.8	-26	1.5	-14	-13	-23	-21
COc1ccc(CNc2ncnc3cc(OC)c(OC)cc23)cc1	1.6	-8	-0.8	17	0.3	-13	-19	20	-20
Nc1cccc(CCc2ccncc2)c1	0.5	-11	-0.7	12	-0.2	-8	-3	-16	0
O=C1CN(C(=O)CNCc2ccc(Cl)cc2)c2ccccc2N1	0.3	-13	0.2	15	1.1	-3	-10	-10	-5
COC(=O)CSc1nc(C)cc(C(F)(F)F)c1C#N	0.6	-7	-1.2	19	-0.5	-4	-5	-28	-14
CCCCNC(=O)/C=C/c1ccc(OC)c(Br)c1	-0.2	-1	-1.3	1	-1.8	-1	5	9	-7
Cc1nc(SCc2ccc([N+](=O)[O-])cc2)n[nH]1	0.2	-16	0.4	19	1.1	-3	-9	9	-7
CC(C)CCNC(=O)c1onc(CSc2ccccc2)c1C(=O)NCCC(C)C	0.9	-24	1.9	23	1.3	-12	·	21	-20
COc1ccccc1OCCCC(=O)Nc1ccc([N+](=O)[O-])cc1Br	1.0	-22	-2.3	9	-1.4	-2	-2	-14	-5
COc1cc(OC)cc(-c2sc3ccc(OC)cc3c2-c2ccc(OCCN3CCOCC3)cc2)c1	0.6	-1	·	10	·	·	·	·	-11
COCCn1c(SCC(=O)Nc2cc(C)on2)nc2ccccc2c1=O	-0.5	6	0.3	-1	0.2	-4	·	0	-16
C#CCn1c(O)c(N=NC(=O)CNC(=O)c2cccnc2)c2ccccc21	0.9	-12	-0.4	7	-0.3	-3	-16	-14	-13
CCc1ccccc1NC(=O)CN1CCN(C(=O)C(C)NC(=O)c2ccc(Cl)cc2)CC1 (stereo unspecified)	1.6	3	·	3	·	·	·	-13	·
Cc1ccc(OCC(=O)NC(C)c2ccc(Cl)c(Cl)c2)c([N+](=O)[O-])n1 (stereo unspecified)	0.6	-8	1.2	-13	2.3	-8	-3	-3	-30
COc1ccc(CNC(=O)COC(=O)c2cc3ccccc3o2)cc1	0.2	21	·	-20	·	·	·	-13	·
COc1ccc(N2CCN(C(=O)c3nc4nc(C)cc(C)n4n3)CC2)cc1	3.7	-14	1.4	9	0.5	6	-1	6	-9
CCN1CCN(Cc2ccc(NC(=O)Nc3cccs3)cc2)CC1	0.5	-8	0.3	20	0.4	-13	-6	-11	-2
COc1ccc(N(C(=O)c2snc(C(N)=O)c2N)C(C(=O)NC2CCCCC2)c2ccc(F)cc2)c(OC)c1 (stereo unspecified)	0.5	-6	-0.6	1	1.2	-5	-6	-10	-7

Of the compounds above, three have an NH in an aromatic ring.
smiles	CHO-K1 Ca ag	CHO-K1 Ca antag	OXTR ag	CHO-K1 Ca PAM	V1aR counter	OXTR potentiate	GPR7 antagonist	TAAR1 antag	CHO parental Ca
CCOc1ccccc1CN1CCN(Cc2cc3ccccc3[nH]2)CC1CCO (stereo unspecified)	0.9	-7	0.3	14	-0.4	-12	13	3	-17
CCCCN(C)CCn1c(=S)[nH]c2ncccc2c1=O	0.1	-6	0.5	6	0.3	-12	-2	3	-6
Cc1nc(SCc2ccc([N+](=O)[O-])cc2)n[nH]1	0.2	-16	0.4	19	1.1	-3	-9	9	-7

Continuation.
smiles	CHO-K1 Ca ag	CHO-K1 Ca antag	OXTR ag	CHO-K1 Ca PAM	V1aR counter	OXTR potentiate	GPR7 antagonist	TAAR1 antag	CHO parental Ca
CN(C)CCCN(C(=O)CCOc1ccccc1)c1nc2c(F)cccc2s1	1.6	-4	·	13	·	·	-5	-5	·
Cc1cc(NC(=O)C2CC(c3ccc(Cl)cc3)=NO2)no1 (stereo unspecified)	0.7	-12	-0.9	16	-0.3	-5	-9	-9	-1
N#Cc1ccc(NC(=S)Nc2ccccc2)cc1	0.7	-3	0.2	12	1.0	-7	-4	-2	-1
Cc1ccc(S(=O)(=O)N2CCN(C(=O)Cn3c(=O)cnc4ccccc43)CC2)cc1	1.1	0	-1.4	-16	3.3	-7	·	5	-17
C=CCNC(NC(=O)c1ccccc1)(C(=O)OCC)C(F)(F)F (stereo unspecified)	0.3	-3	0.2	13	-0.2	-5	-1	14	-2
CCOC(=O)CSc1nc(C)c2cccc(C)c2n1	0.5	-15	-2.4	12	-0.5	-4	-5	-17	-25
Nc1nnc(SCC(=O)c2ccc3c(c2)NC(=O)CO3)s1	0.2	-15	0.6	20	0.4	4	-11	4	2
O=C(NC1CC1)C1CCN(C2CCN(C(=O)/C=C/c3cccc(F)c3F)CC2)CC1	0.4	-26	0.6	-4	-0.5	-10	-9	-23	-15
CCN(CC)CCCSc1nc2ccccc2s1	0.5	2	-0.1	20	0.7	-18	-8	4	-16
CC1(C)CC(=O)C(C#N)=C(NCCCO)C1	0.4	-11	0.2	20	-0.4	4	-15	1	-2
COC(=O)c1c(C)oc2ccc(N(C(=O)Oc3ccccc3)S(=O)(=O)c3ccccc3)cc12	0.1	-11	-1.8	16	-0.4	-10	-13	1	-30
CS(=O)(=O)c1ccc(CNC(=O)C2(C(F)(F)F)CC(CCCO)CCCO2)cc1 (stereo unspecified)	·	·	0.2	·	0.2	3	·	4	-5
C/C(=N\Nc1nc(-c2ccccc2O)nc2ccccc12)c1ccccc1	0.2	-9	-0.4	4	-0.2	-5	0	-7	-12
O=C(NN=C(Cc1ccccc1)Cc1ccccc1)c1ccccc1F	1.0	-6	-2.0	9	-1.1	-15	1	-2	14
COc1ccc(C(=O)COC(=O)C(CCCCN2C(=O)C3C4C=CC(C4)C3C2=O)N2C(=O)C3C4C=CC(C4)C3C2=O)cc1 (stereo unspecified)	5.7	0	1.2	13	2.1	-10	5	59*	-6
Cc1ccc(-n2c(SCC(=O)N(C)C3CCS(=O)(=O)C3)nc3ccccc3c2=O)cc1 (stereo unspecified)	0.8	2	0.9	3	0.4	-1	-1	17	-18
CCS(=O)(=O)Nc1ccc(C(=O)NCCSc2ccccc2)cc1	1.7	-7	0.3	11	0.8	0	-11	1	1
CCN(Cc1ccncc1)C(=S)Nc1c(C)cccc1C	0.8	-17	0.8	18	0.6	-1	-9	7	-4
Cc1ccc(N2C(=O)[C@@H]3C(c4cccnc4)=NO[C@@H]3C2=O)cc1	1.0	-4	0.6	6	-0.6	-2	14	-8	-6
CC1CCCC(NC(=O)c2ccc3snnc3c2)C1C (stereo unspecified)	-0.1	-2	-0.6	-16	-0.9	1	6	-16	-9
Cc1cccc(NC(=O)CCNS(=O)(=O)c2ccc(Cl)cc2)c1	1.0	0	2.0	4	1.0	-3	-6	-9	-8
O=C(C1CCCCC1)N1C[C@@H](n2cc(-c3ccc(F)cc3)nn2)[C@H](O)C[C@@H]1c1ccc(Cl)cc1	-0.4	3	·	2	·	·	·	26	·
CCCCNC(=O)c1onc(CSc2ccc(C)c(C)c2)c1C(=O)O	-0.1	-13	-0.2	16	0.5	-6	-16	-18	1
CCOc1ccc(S(=O)(=O)N2CCN(CC(O)COc3cccc([N+](=O)[O-])c3)CC2)cc1 (stereo unspecified)	4.2	-3	7.7	-6	7.7	-13	19	-10	19
COc1ccc(-c2coc3cc(OC)cc(OC)c3c2=O)cc1	-0.1	3	-0.1	5	0.0	-6	-5	10	-6
CCOC(=O)/C(=N\Nc1ccccc1)P(=O)(c1ccccc1)c1ccccc1	-0.2	-3	-2.3	6	-1.0	-3	-3	-12	-25
NC(=O)c1ccc(Oc2ccc(Cl)c3ccccc23)c([N+](=O)[O-])c1	0.4	-6	-1.1	3	-0.9	-8	-7	-12	-15
CCNc1nc2nc3ccc(C)cn3c(=O)c2cc1C(=O)NCC1CCCO1 (stereo unspecified)	0.2	-5	-0.7	3	0.1	-14	-4	-1	-17
COCc1nnc(NC(=O)c2cc(OC)c(OC)cc2[N+](=O)[O-])s1	0.5	-3	-0.6	-5	-0.8	-8	1	-8	-13
CCCCCCC1CCC(C(=O)N2CCOCC2)CC1 (stereo unspecified)	1.8	-17	0.0	17	-0.1	0	-15	7	5
Cc1cc(C)cc(N(C(=O)c2ccc3c(c2)OCO3)C2C=CS(=O)(=O)C2)c1 (stereo unspecified)	1.8	-14	-1.2	14	-0.2	1	-6	11	-8
CCCCNC(=O)N1CCN(c2ncccn2)CC1	0.8	-19	0.0	21	-0.7	-9	15	-2	-3
CCOc1ccc(C(=O)CCC(=O)Nc2cccc(S(=O)(=O)N3CCCCC3)c2)cc1	0.5	-33	-0.8	12	1.4	-10	·	1	-18
